ALOX12 inh = ALOX12 (human) lipoxygenase inhibition | P18054 | purified 12hLO, xylenol orange hydroperoxide absorbance | Potency, µM (series often up to 108 µM), for the others: at the top dose activity change, negative = inhibition, hits mostly inhibitors | 580,000 compounds, 1.1% hits | AID 1671190; further: potency means the concentration at half of the fitted maximal effect; on the % scale 0 is the no-effect control and ±100 the full control effect
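Hydroperoxide product was detected by ferrous iron/xylenol orange as the 573 to 405 nm absorbance ratio. Arachidonic acid at 40 uM (final) was turned over for 30 min at room temperature by 150 nM human 12hLO, pH 7.0 Hepes buffer, after 15 min compound preincubation.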
ERG-DNA inh = inhibitors of human ERG Ets domain-DNA interaction; AID 624246; 370,000 compounds, 0.028% hits; fluorescence polarization, His-ERG Ets domain / labelled DNA; Potency, µM (series often up to 76.9 µM), inactives show top-dose FP activity, negative = inhibition, usual class: inhibitors; P11308; active means well fitted inhibition curve with a large enough effect in the polarisation, with a control signal flat; inconclusive means small, poorly fitted or top-dose-only effect, or effect the other way, or a change in a side signal; inactive means no such curve, though single readings can be large or run the other way; the % refers to the polarisation;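 further: polarization taken with two DNA probes labelled with fluorescein and Texas red; potency means the concentration at half of the fitted maximal effect; % of control where 0% means no effect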
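His-tagged ERG Ets domain (1 uM in the protein solution; 300mM KCl, 50mM Tris-HCl, 1mM EDTA, 1mM DTT, pH 7.5) received compound, then a probe mix of 5 nM fluorescein-DNA and 100nM Texas-615-DNA. Fluorescence polarization was read for both dyes.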
Anesthetic bind = binds horse apoferritin like a general anesthetic | P02791 | apoferritin/1-aminoanthracene competitive binding, fluorescence | Potency, µM (highest dose often 77.5 µM), for inactives: at the top dose activity change, negative = displacement, most hits filed as inhibitors | 350,000 compounds, 0.074% hits | AID 485281; further: potency means the concentration at half of the fitted maximal effect; on the % scale 0 is the no-effect control and ±100 the full control effect; nearly all actives have a fitted effect of over 20% in size
Target sequence (P02791 2-175 limits assumed): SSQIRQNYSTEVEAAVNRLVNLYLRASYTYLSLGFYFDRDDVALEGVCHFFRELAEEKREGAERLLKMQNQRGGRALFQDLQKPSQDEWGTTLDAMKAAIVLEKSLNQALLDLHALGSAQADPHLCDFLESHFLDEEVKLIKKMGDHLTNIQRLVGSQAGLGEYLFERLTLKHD
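Horse-spleen apoferritin (10 uM) was mixed with 50% saturated 1-aminoanthracene in PBS, exposed to compounds for 10 min at room temperature, and read for fluorescence (ex 380 nm, em 535 nm). Competitive displacement was fitted with a four-parameter Hill equation.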
RGS4 inh = inhibitors of human regulator of G protein signaling 4 | AID 504845 | 390,000 compounds, 0.039% hits | Potency, µM (top dose mostly 114 µM), for the others: at the highest dose activity change, negative = inhibition, hits mostly inhibitors | Transcreener GDP fluorescence polarization, RGS4-accelerated GTP hydrolysis; further: potency means the concentration at half of the fitted maximal effect; on the % scale 0 is the no-effect control and ±100 the full control effect; nearly all actives have a fitted effect of over 75% in size; some results filed as inactive show a strong effect at the top dose
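MLSMR compounds (23 nl, pin-transferred) preincubated 10 min at room temperature with a 500nM (2x) first reagent, then RGS4 at 900nM (2x) plus Transcreener GDP mix added; fluorescence polarization (620/688 nm) read before and after 90 min at 30 °C.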
Pol kappa inh = inhibitors of human DNA polymerase kappa. Potency, µM (doses to about 107 µM), for inactives: at the highest dose activity, negative = inhibition, actives largely listed as inhibitors. purified Pol kappa, fluorescent DNA synthesis assay, 10 min. 400,000 compounds, 0.53% hits. AID 588579; further: potency means the concentration at half of the fitted maximal effect; on the % scale 0 is the no-effect control and ±100 the full control effect
Target sequence (Q9UBT6 whole entry, looked up): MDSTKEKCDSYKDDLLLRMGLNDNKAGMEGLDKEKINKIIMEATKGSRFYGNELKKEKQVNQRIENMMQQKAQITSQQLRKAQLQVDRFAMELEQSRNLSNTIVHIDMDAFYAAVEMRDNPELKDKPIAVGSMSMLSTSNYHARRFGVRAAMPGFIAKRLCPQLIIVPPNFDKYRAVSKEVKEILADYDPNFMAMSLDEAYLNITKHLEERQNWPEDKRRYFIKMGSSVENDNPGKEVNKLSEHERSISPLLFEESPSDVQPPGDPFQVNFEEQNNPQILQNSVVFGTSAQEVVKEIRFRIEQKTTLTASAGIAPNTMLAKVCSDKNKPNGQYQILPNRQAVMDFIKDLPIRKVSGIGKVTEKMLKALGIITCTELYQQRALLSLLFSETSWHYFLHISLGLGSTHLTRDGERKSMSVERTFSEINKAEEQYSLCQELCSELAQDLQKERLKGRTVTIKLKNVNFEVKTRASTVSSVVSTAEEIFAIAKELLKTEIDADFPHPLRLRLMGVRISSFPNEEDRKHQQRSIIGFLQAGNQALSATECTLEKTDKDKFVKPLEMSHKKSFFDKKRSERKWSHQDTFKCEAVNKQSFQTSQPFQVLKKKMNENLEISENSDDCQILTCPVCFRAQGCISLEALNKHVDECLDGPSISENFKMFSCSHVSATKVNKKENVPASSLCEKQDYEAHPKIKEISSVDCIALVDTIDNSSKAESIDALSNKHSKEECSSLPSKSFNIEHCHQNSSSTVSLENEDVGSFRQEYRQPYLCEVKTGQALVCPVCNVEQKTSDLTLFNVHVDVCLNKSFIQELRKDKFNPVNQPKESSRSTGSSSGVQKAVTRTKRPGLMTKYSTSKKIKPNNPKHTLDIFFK
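50 nM final substrate added after 15 min RT preincubation of 10 nM Pol kappa with compound; fluorescence read at 0 and 10 min.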
Pol beta inh = blocks human DNA polymerase beta activity. Pol beta primer extension/strand displacement, fluorescence kinetic. Potency, µM (titrated, usually from 114 µM), for the others: at the top dose activity change, negative = inhibition, most hits filed as inhibitors. 340,000 compounds, 1.3% hits. AID 485314; further: potency means the concentration at half of the fitted maximal effect; on the % scale 0 is the no-effect control and ±100 the full control effect
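Kinetic readout of DNA synthesis with strand displacement by Pol beta. Compound and 10 nM enzyme sit 15 min at room temperature; 50 nM substrate starts the reaction, read immediately and at 10 min.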
POLH inh = inhibitors of human DNA polymerase eta | recombinant Pol eta, fluorescent DNA replication assay | Potency, µM (titrated, usually from 114 µM), inactives show at the highest dose activity change, negative = inhibition, usual class: inhibitors | 390,000 compounds, 1.2% hits | AID 588591; further: potency means the concentration at half of the fitted maximal effect; on the % scale 0 is the no-effect control and ±100 the full control effect
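Pol eta at 10 nM preincubated with compounds 15 min at room temperature; reaction started with fluorescent substrate (50 nM final) and read kinetically at 0 and 10 min.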
APE1 inh = inhibitors of human APE1 endonuclease. P27695. recombinant APE1, TAMRA/BHQ-2 abasic DNA cleavage fluorescence. Potency, µM (top dose mostly 65.8 µM), for inactives: at the highest dose activity change, negative = inhibition, actives largely listed as inhibitors. 350,000 compounds, 0.35% hits;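 further: potency means the concentration at half of the fitted maximal effect; plate controls were vehicle for no effect and reference inhibitor for full effect; nearly all actives have a fitted effect of over 55% in size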
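Enzyme (0.75 nM final) and test compound are incubated 15 min at room temperature before adding 50 nM quenched THF abasic-site duplex. Cleavage dequenches TAMRA, followed at 525/598 nm over three reads one minute apart.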
LDHA inh = inhibitors of human lactate dehydrogenase A; P00338; purified LDHA, NADH/diaphorase-resazurin fluorescence; stronger effect = lower value; activity change, % (values are at about 110 or 230 µM); 480,000 compounds, 0.15% hits; in the data active means activity change below about -30%; inconclusive means mostly about -25% to -30%;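 further: plate controls were DMSO wells for no effect and wells without enzyme for full effect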
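LDH5 2 nM; NADH 0.06 mM, pyruvate 0.2 mM; 200 mM Tris pH 7.4, EDTA, Tween-20; 5 min RT. Detection: diaphorase 0.133 mg/mL + resazurin 37 µM, fluorescence ex540/em590 at 0 and 20 min; normalized to enzyme-free and DMSO wells.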
* hit, by the source's call; ? = inconclusive; / = no result given; & = joins results of further samples; [ ] = remark or other dose. Unless noted, the call rests on the fitted dose curve; in most records, active means well fitted curve in the direction sought with a large enough effect; inconclusive means small, poorly fitted or top-dose-only effect, or another doubt; inactive means no such curve, though single readings can be large; an effect the other way counts as inactive or inconclusive. The list is partial. The share of hits here may be higher or lower than overall.

SMILES | ALOX12 inh | ERG-DNA inh | Anesthetic bind | RGS4 inh | Pol kappa inh | Pol beta inh | POLH inh | APE1 inh | LDHA inh
COc1ccc(N2CCN(c3ncnc4c3nnn4Cc3ccccc3Cl)CC2)cc1 | 373%[activator] | -2% | -10% | -12% | -10% | ? | -7% | -5% | -8
COc1ccc(S(=O)(=O)Nc2c(C(=O)O)[nH]c3ccc(OC)cc23)c(OC)c1 | ? | 2% | 1% | -22% | -10% | 1% | -11% | 31% | -2
CC(C)C(=O)NC(=S)/C=C1/N(C)c2ccccc2C1(C)C | 35µM* | 64%[activator] | -9% | -49% | 3% | -3% | -20% | -5% | -2
CC1CCN(CC(O)Cn2c3ccccc3c3ccccc32)CC1 (centres undefined) | -6% | -5% | -15% | -5% | -5% | 41% | -22% | -14% | -3
COc1ccc(S(=O)(=O)N2CCN(c3ccccc3OC)CC2)cc1C(=O)N1CCCCC1 | 1% | -8% | -9% | -2% | -5% | 14% | -5% | 42% | -13
COc1cccc(-c2nnc(SCC(=O)N3CCOCC3)o2)c1 | 0% | -8% | -11% | ? | -7% | 20% | -16% | 0% | -4
COc1cc(-c2noc(CSc3nc(-c4ccccc4)cc(=O)[nH]3)n2)cc(OC)c1OC | -13% | 4% | -12% | -27% | -3%[60.1 µM] | 10% | 20% | / | 0
CC1(C(=O)O)C=CC2(CCCCC2)N1C(=O)c1ccccc1 (centres undefined) | -1% | 4% | 2% | 8% | 5% | -21% | -11% | -3% | -1
CCCOc1ccc(/C(O)=C2/C(=O)C(=O)N(CCCn3ccnc3)C2c2cccnc2)cc1 (centres undefined) | ? | -3% | -9% | 1% | -1% | -10% | -5% | -5% | 5
COc1ccccc1CNS(=O)(=O)c1ccc2c(c1)N(C(C)=O)CC(C)S2 (centres undefined) | -7% | 3% | 1% | 1% | -2% | 10% | -3% | 46% | -3
O/N=C/c1nc2cc(Cl)ccc2o1 | -28% | -2% | ? | -5% | -12% | 1% | -20% | -6% | -3
COc1cccc(OC)c1C(=O)N1CCOCC1 | 7% | -2% | 8% | 42% | -9% | -1% | 0% | 10% | -10
CCOc1ccc(C(=O)Nc2ccc(N3CCN(C)CC3)cc2)cc1[N+](=O)[O-] | ? | 3% | -17% | -15% | -14% | ? | -16% | 0% | 2
CCCN(CC(=O)Nc1ccccc1OC)Cc1c(O)ccc2ccccc12 | ? | 5% | 4% | ? | 6% | 0% | -11% | -17% | 4
O=C(O)c1cc(-c2ccc(O)cc2)on1 | -14% | 44%[activator] | -4% | 5% | 3% | 0% | -18% | 2% | -5

Next section; it opens with the 2 that closed the last part.
SMILES | ALOX12 inh | ERG-DNA inh | Anesthetic bind | RGS4 inh | Pol kappa inh | Pol beta inh | POLH inh | APE1 inh | LDHA inh
CCCN(CC(=O)Nc1ccccc1OC)Cc1c(O)ccc2ccccc12 | ? | 5% | 4% | ? | 6% | 0% | -11% | -17% | 4
O=C(O)c1cc(-c2ccc(O)cc2)on1 | -14% | 44%[activator] | -4% | 5% | 3% | 0% | -18% | 2% | -5
O=C(NC1CCCCC1)C1CCC(=O)N(C2CC2)C1 (centres undefined) | -2% | -1% | -6% | -12% | -8% | 11% | -25% | -7% | -4
COc1ccc2c(c1)c1c(c(=O)n(-c3ccccc3C)c(=O)n1CC(=O)Nc1c(C)cccc1C)n2C | ? | -7% | 50%[activator] | 2% | -2% | 24% | 0% | / | -6
CCNC(=O)/C(C#N)=C/c1c(N2CCN(c3ccccc3)CC2)nc2ccccn2c1=O | ? | 15% | 14% | 6% | 2% | 14% | -17% | -13% | 1
Cc1ccc(NC(=O)c2cc(N3C(=O)CCC3=O)ccc2N2CCCCC2)cc1 | -3% | 17% | -8% | 4% | -1% | 3% | 2% | 0% | -4
CCCCCCCOC(=O)c1nc(Cl)c(Cl)c(N)c1Cl | -8% | -7% | ? | 7% | -15% | 9% | -14% | 1% | 0
COc1cc(Nc2cc(C)nc3ncnn23)cc(OC)c1 | ? | 9% | 8% | -8% | 6% | 4% | -9% | 13% | 1
CCc1nn(CC(=O)NCC(C)c2ccccc2)c(=O)c2cc3c(OC)cccc3n12 (centres undefined) | -9% | -13% | -6% | 13% | 2% | -21% | -11% | / | -1
CCc1ccccc1NC(=O)N1CCN(c2nnc(C)c3c(C)n(-c4ccccc4)nc23)CC1 | -25% | 2% | 0% | 28% | -3% | 0% | / | / | -6
Cc1cc(C)n(-c2ccc(Cl)c(C(=O)O)c2)n1 | ? | -1% | -6% | 27% | -10% | 3% | 5% | 5% | -2
CC(=O)CC(c1ccccc1)S(=O)(=O)c1ccc([N+](=O)[O-])cc1 (centres undefined) | 2% | -12% | 0% | 22% | -10% | 12% | -7% | -5% | -21
O=C(NC(=O)c1cnccc1C(F)(F)F)Nc1ccccc1 | ? | -1% | -4% | -11% | -12% | -2% | -13% | 5% | -6
CCOC(=O)C1CCN(C(=O)Nc2cc(Cl)cc(Cl)c2)CC1 | ? | -1% | 1% | -20% | -10% | 4% | -12% | 19% | -4
O=C(Nc1ccc(O)cc1)/C(=C/c1ccco1)NC(=O)c1ccccc1 | -15% | 8% | -10% | -20% | 7% | 0% | -11% | 3% | -3
O=C1CC(c2ccccc2)Cc2[nH]c(=O)c(-c3nc(-c4ccc(F)cc4)cs3)cc21 (centres undefined) | ? | 4% | -2% | -16% | -11% | -21% | 18% | / | 18&3
CCOc1ccc(CN2CCN(Cc3cccn3-c3ncccn3)CC2CCO)cc1 (centres undefined) | 2% | -2% | -5% | 5% | 0% | 19% | -11% | -3% | -9
CC1CC(C)CN(c2nc3c(c(=O)[nH]c(=O)n3C)n2CCCSc2nc3ccccc3s2)C1 (centres undefined) | -9% | 1% | / | -13% | -4% | / | -15% | / | 0
O=C(C1CCC(C(=O)N2CCCCC2)CC1)N1CCCCC1 (centres undefined) | 8% | -2% | -6% | -2% | -13% | 11% | -7% | 5% | 1
CCCCNS(=O)(=O)c1ccc(N2CCCCS2(=O)=O)cc1 | ? | 1% | 1% | 32% | -11%[60.1 µM] | -7% | -11% | / | -7
N#Cc1nc(-c2ccc(F)cc2)oc1NCc1cccc2c1OCO2 | -3%[57.4 µM] | 10% | -13% | -2% | 6% | 6% | -13% | 3% | 0
O=C(Nc1ccccc1)c1cccc(N2CCCC2=O)c1 | 0% | 1% | -5% | -2% | -22% | -1% | -1% | -1% | -2
CCCCc1ccc(-c2ccc(Br)cc2O)nc1 | 10% | 0% | -13% | -15% | 6% | 10% | -8% | 2% | 0
COCCNC(=O)CSC1=N/C(=C/c2ccc(Cl)c(Cl)c2)C(=O)N1c1ccccc1F | -6% | -1% | 2% | 12% | -12% | -8% | -24% | -4% | -8
Cc1ccc(S(=O)(=O)CCC(=O)NCc2ccc(Cl)cc2)cc1 | -20% | 1% | -4% | -6% | -8% | 8%[57.1 µM] | -23% | -1% | -2
O=C(O)c1cn(-c2ccc(F)cc2)c2cc(Cl)c(F)cc2c1=O | -8% | 4% | -3% | 1% | -21% | 0% | 3% | -4% | -3
COc1ccc(CCCC(=O)Nc2ccccc2F)cc1 | 30% | 14% | -2% | -12% | 1% | 2% | -15% | 0% | -2
O=C(Cn1nnc2ccccc21)c1cccc([N+](=O)[O-])c1 | -12% | -10% | 7% | -16% | -5% | 45% | -6% | 7% | -8
CCCC(=O)n1nc(-c2cccnc2)nc1NCc1cccs1 | -1% | -3% | -10% | -8% | -4% | -4% | -10% | -1% | -6
Cc1c(NS(=O)(=O)c2ccc(N)cc2)c(=O)n(-c2ccccc2)n1C | 0% | -2% | 0% | -24% | -7% | 28% | -2% | 11% | -8
COc1ccccc1C(=O)OC1CCCN(C)C1 (centres undefined) | 0% | 1% | -3% | 1% | -18% | 2% | 3% | 24% | -2

An excerpt from above in order of their number in Pol kappa inh, ascending:
Compound,ALOX12 inh,ERG-DNA inh,Anesthetic bind,RGS4 inh,Pol kappa inh,Pol beta inh,POLH inh,APE1 inh
O=C(C1CCC(C(=O)N2CCCCC2)CC1)N1CCCCC1 (centres undefined),8%,-2%,-6%,-2%,-13%,11%,-7%,5%
COCCNC(=O)CSC1=N/C(=C/c2ccc(Cl)c(Cl)c2)C(=O)N1c1ccccc1F,-6%,-1%,2%,12%,-12%,-8%,-24%,-4%
Cc1ccc(S(=O)(=O)CCC(=O)NCc2ccc(Cl)cc2)cc1,-20%,1%,-4%,-6%,-8%,8%[57.1 µM],-23%,-1%
CCCC(=O)n1nc(-c2cccnc2)nc1NCc1cccs1,-1%,-3%,-10%,-8%,-4%,-4%,-10%,-1%
COc1ccc(CCCC(=O)Nc2ccccc2F)cc1,30%,14%,-2%,-12%,1%,2%,-15%,0%

High-throughput results deposited in PubChem BioAssay by National Center for Advancing Translational Sciences (NCATS).
